Screens from PubChem BioAssay.
Scp-1 inhibitor – Scp-1 (human) phosphatase inhibition. Q9GZU7. Recombinant Scp1, phosphopeptide, malachite green phosphate absorbance. inhibition, % at 20 µM. hit rate 0.88% among 340,000. AID 493091;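 active = inhibition above about 50% at 20 µM, limit read from the data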;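 note: plate controls were DMSO wells with enzyme for no effect and wells lacking enzyme for full effect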
Target sequence (Q9GZU7 76-261 limits assumed): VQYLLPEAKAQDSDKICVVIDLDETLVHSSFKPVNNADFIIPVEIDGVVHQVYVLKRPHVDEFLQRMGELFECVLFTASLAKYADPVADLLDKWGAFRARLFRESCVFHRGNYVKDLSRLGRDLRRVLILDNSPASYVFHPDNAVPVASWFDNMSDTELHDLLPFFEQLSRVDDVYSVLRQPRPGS
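Test system – truncated SCP-1 phosphatase (76-261aa) · Reagent – Phosphorylated 17-residue peptide substrate · Incubation – 45 min room-temperature reaction, 5 min colour, 30 min stabiliser · Detection – colorimetric phosphate reagent with accelerator and stabiliser, absorbance at 630 nm · Measure – % inhibition at 20 µM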
LMPTP block – blocks human LMPTP phosphatase | P24666 | recombinant LMPTP-A, OMFP fluorogenic substrate, fluorescence intensity | inhibition, % at 20 µM | hit rate 0.22% among 360,000 | AID 651560;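 active = compounds that cut the enzyme signal by at least half of the control window in the single-dose screen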;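 note: plate controls were DMSO wells with enzyme plus substrate for no effect and substrate without enzyme for full effect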
Target sequence (P24666 whole entry, looked up): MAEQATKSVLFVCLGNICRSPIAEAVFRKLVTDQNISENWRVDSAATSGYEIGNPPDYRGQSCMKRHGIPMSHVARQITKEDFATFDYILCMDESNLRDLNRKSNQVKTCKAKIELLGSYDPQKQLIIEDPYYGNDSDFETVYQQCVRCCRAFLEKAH
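Test system – LMPTP-A phosphatase enzyme · Quantity – 0.625 nM LMPTP-A final · Reagent – OMFP substrate, 400 µM final · Dosing – one test concentration per compound, 20 µM, with 3% DMSO overall · Timing – 50 min enzyme reaction at room temperature, protected from light · Detection – fluorescence intensity · Controls – substrate-only low control, DMSO enzyme-plus-substrate high control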
SUMO1-SIM PPI – modulators of human SUMO1-mediated protein-protein interactions. P63165. SUMO1 binding to a labelled peptide, TR-FRET, 1 h. inhibition, % at 20 µM. hit rate 0.33% among 360,000. AID 602429; in the data active = inhibition above about 37%
Target sequence (P63165 whole entry, looked up): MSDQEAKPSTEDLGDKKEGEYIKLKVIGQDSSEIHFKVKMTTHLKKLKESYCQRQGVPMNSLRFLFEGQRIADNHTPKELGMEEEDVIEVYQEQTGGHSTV
STEP inh – blocks human striatal-enriched tyrosine phosphatase. recombinant STEP, OMFP fluorogenic substrate, fluorescence. inhibition, % at 20 µM. AID 588621. hit rate 0.25% among 360,000. P54829;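 active = inhibition at 20 µM, scaled per plate between control wells, above about 37%, limit read from the data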;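 note: 0% = DMSO with enzyme and substrate and 100% = substrate only without enzyme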
Target sequence (P54829 whole entry, looked up): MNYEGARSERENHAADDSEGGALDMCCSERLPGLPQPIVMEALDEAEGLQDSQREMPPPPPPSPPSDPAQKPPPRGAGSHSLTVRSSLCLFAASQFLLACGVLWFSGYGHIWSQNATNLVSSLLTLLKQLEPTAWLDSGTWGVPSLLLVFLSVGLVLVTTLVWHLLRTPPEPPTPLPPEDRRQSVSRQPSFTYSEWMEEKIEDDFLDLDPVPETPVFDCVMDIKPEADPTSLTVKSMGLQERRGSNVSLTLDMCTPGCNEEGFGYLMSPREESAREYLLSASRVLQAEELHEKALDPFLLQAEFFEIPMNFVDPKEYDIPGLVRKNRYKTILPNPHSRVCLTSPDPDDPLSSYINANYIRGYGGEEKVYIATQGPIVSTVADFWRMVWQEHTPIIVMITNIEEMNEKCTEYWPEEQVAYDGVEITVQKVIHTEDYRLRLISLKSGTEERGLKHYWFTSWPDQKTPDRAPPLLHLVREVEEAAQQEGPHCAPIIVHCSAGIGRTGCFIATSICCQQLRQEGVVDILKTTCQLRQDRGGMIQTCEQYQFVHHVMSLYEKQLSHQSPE
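System: isolated STEP enzyme; schedule: 20 min enzyme reaction at room temperature, protected from light; medium: Bis-Tris buffer pH 6.0, 2.5 mM DTT, 0.005% Tween 20; signal: fluorescence, 480/540 nm; dosing: single compound dose of 20 µM, 1% DMSO final; also added: OMFP substrate, 25 µM final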
SKN-1 inh – inhibitors of C. elegans SKN-1; inhibition, % at 21.8 µM; hit rate 0.49% among 360,000; C. elegans VP596 Pgst-4::GFP/RFP ratio, acrylamide-induced, 24 h; AID 624304;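 active = interference check ratio from 0.5 to 1.5 plus GFP to RFP signal ratio inhibition reaching or exceeding a fixed threshold, cut at about 30% in these data, passing the limit was not always enough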; note: some compounds called inactive have numbers as strong as hits
DNMT1 inh – inhibitors of human DNMT1; P26358; inhibition (reported as % activation of signal), % at 10 µM; hit rate 0.83% among 360,000; DNMT1 molecular beacon, Hinp1I cleavage, fluorescence; in the data active = inhibition above about 50%
Rpn11 block – inhibitors of human proteasome Rpn11; human 26S proteasome, Ub4-pepOG fluorescence polarization; 20S core pre-blocked with epoxomicin; calls only at 20 µM; hit rate 0.59% among 360,000;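 active = inhibition at 20 µM, scaled to each plate's controls, above about 33%, limit read from the data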
NRP1-CendR mod – modulators of CendR peptide binding to human neuropilin-1; FAM-RPARPAR peptide binding to NRP-1, fluorescence polarization; inhibition, % at 25 µM; hit rate 0.85% among 360,000; AID 602438;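 active = inhibition or corrected inhibition above about 18%, plus a signal ratio from 0.5 to 1.5, limit read from the data, passing the limit was not always enough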; note: strong numbers were not always called active
MT1-MMP act inh – blocks activation of human MT1-MMP. HT1080 RFP-PRO-GFP cells, GFP/RFP ratio fluorescence, overnight; percent of plate control window, DMSO zero. GFP/RFP ratio change, % at 20 µM. P50281. hit rate 0.061% among 360,000;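 active = GFP/RFP ratio change of at least 30% with cell ATP level not reduced by more than half and red fluorescence within 50% of control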; note: strong numbers were not always called active
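Test system: HT1080 RFP-PRO-GFP cells; Benchmarks: DMSO and RFP-L50D-GFP cell wells; Timing: cells overnight before dosing, compound overnight, 37 °C, 5% CO2; Compound: one 20 µM compound dose with 1% DMSO; Read-out: GFP/RFP fluorescence ratio.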
NadD block – inhibitors of Staphylococcus aureus NadD; hit rate 0.78% among 360,000; AID 602399; inhibition, % at 20 µM; purified NadD enzyme, colorimetric absorbance read-out; in the data active = inhibition above about 26%; note: some compounds past the cut are filed as inactive
* hit, by the source's call; i = inactive; . = not tested or not shown.

SMILES | Scp-1 inhibitor | LMPTP block | SUMO1-SIM PPI | STEP inh | SKN-1 inh | DNMT1 inh | Rpn11 block | NRP1-CendR mod | MT1-MMP act inh | NadD block
NC(=O)c1ccc(NC(=O)CCc2nc3ccccc3s2)cc1 | -3 | 2.3 | -1 | -4 | -2 | -18 | i | -15 | -12 | 7
COc1ccc(S(=O)(=O)n2cnc3ccccc32)cc1OC | -6 | -0.3 | 3 | -1 | 5 | -1 | i | -5 | -1 | 2
CCN(CC)CCNC(=O)C(C(=O)c1ccccc1)n1ccccc1=O (stereo not given) | -5 | -0.9 | 5 | 7 | 5 | 1 | i | -10 | 10 | 3
CCC1(c2ccccc2)NC(=O)N(CC(=O)NNC(=O)CCN2CCN(c3ccccc3)CC2)C1=O (stereo not given) | -10 | -0.9 | 3 | -2 | -7 | 1 | i | 0 | -1 | -4
COCCNC(=O)C1CCCN(C(=O)c2sc(-c3ccccc3)nc2C)CC1 (stereo not given) | . | -1.1 | 2 | -1 | -14 | 1 | i | -13 | -1 | -8
Cc1nccn1CCc1n[nH]c(=S)n1Cc1ccccc1 | 5 | -2.9 | 0 | -1 | 2 | 0 | i | 12 | -1 | -2
COc1cccc(-c2c(-c3cc(OC)cc(OC)c3)n(C)c3ccc(-c4cnc(OC)nc4)cc23)c1 | -3 | 4.1 | 13 | 2 | 3 | 10 | i | -6 | -5 | 11
COc1ccc(NS(=O)(=O)c2cc(NC(=O)CCNC(C)=O)ccc2N2CCOCC2)cc1 | 3 | -0.4 | -3 | 0 | 11 | 3 | i | 14 | 3 | 1
O=S(=O)(Nc1cc(F)ccc1F)c1cccc2nonc12 | 30 | 3.1 | -12 | 10 | -7 | 16 | i | -12 | -6 | 0
O=C(CN1C(=O)NC2(CCCCC2)C1=O)N1CCN(S(=O)(=O)c2cccc([N+](=O)[O-])c2)CC1 | -3 | -0.6 | -27 | -1 | 10 | 3 | i | -10 | -1 | 2
Cc1cccc(NC(=O)NNC(=O)c2ccc(C)c([N+](=O)[O-])c2)c1 | 1 | 0.3 | -5 | 1 | 4 | -2 | i | -6 | -2 | 0
CC(C)NC(=O)CSc1nnc(CNC(=O)OC(C)(C)C)n1C | -13 | -0.8 | 0 | 1 | 1 | 4 | i | 3 | -2 | -4
O=C(Nc1cc(Br)ccc1O)c1cc(-c2ccc3c(c2)OCO3)on1 | 4 | 3.3 | 3 | 0 | 20 | 17 | i | -7 | 6 | 13
COC(=O)C(C)Nc1cccc(Br)c1 (stereo not given) | 1 | -1.2 | -3 | 1 | 10 | 0 | i | 0 | 0 | 0
Cc1ccc(C)c(NC(=O)C2C3CCCC2C3c2ccccc2)c1 (stereo not given) | -7 | -0.9 | 0 | 1 | 10 | 5 | i | -5 | -7 | 7
Cc1occc1-c1nnc(SCC(=O)NCC2CCCO2)n1C (stereo not given) | -12 | 0.0 | -6 | 3 | 16 | 0 | i | -6 | -2 | -6
CC(=O)N1CCN(c2nc(-c3cccs3)nc3ccccc23)CC1 | 15 | 7.6 | -11 | -1 | 15 | 11 | i | 0 | -6 | -1
Cc1c(C(=O)N2CCCc3ccccc32)sc2nc(-c3ccccc3)cn12 | -9 | 4.1 | 6 | 2 | 13 | -4 | i | 3 | -2 | 0
Cc1cccc(NCc2ccccc2O)n1 | 17 | 0.8 | -2 | -1 | -4 | 1 | i | 3 | -8 | -1
CC(=O)N1CCOc2ccc(S(=O)(=O)N3CCC(C(=O)Nc4ccccc4F)CC3)cc21 | -1 | -1.7 | 6 | -1 | 1 | -2 | i | 2 | 3 | -4
CN(C(=O)CSc1nnc(-c2ccc(F)cc2)n1C)C1CCS(=O)(=O)C1 (stereo not given) | -7 | -1.1 | 2 | -2 | 4 | 4 | i | 4 | -3 | -5
CCOc1ccc(CCNC(=O)COC(=O)c2ccc(F)c(S(=O)(=O)N3CCOCC3)c2)cc1OCC | -9 | -0.6 | 2 | -2 | 8 | 2 | i | -8 | 2 | -2
O=CN1CCN(S(=O)(=O)c2ccc(Cl)c(C(=O)O)c2)CC1 | -7 | -3.7 | 3 | -3 | -10 | 1 | i | -12 | 4 | -3
Cc1ccc(F)cc1NCC(=O)Nc1ccc(Br)cc1 | 2 | 0.4 | 0 | 0 | 19 | -10 | i | 0 | 4 | 0
CC12CCC(C(=O)N(CSC(=S)N/N=C\c3ccccc3O)C1=O)C2(C)C (stereo not given) | -10 | 2.4 | 2 | 6 | 8 | -11 | i | -7 | -1 | 4
Cc1nc(C(C)NC(=O)CCc2nnc(CCCc3ccccc3)o2)c(C)s1 (stereo not given) | -3 | -0.4 | 1 | -2 | 0 | 2 | i | 2 | 2 | -2
O=C(COC(=O)c1ccc(O)cc1O)Nc1nnc(-c2ccccc2)o1 | -6 | -0.7 | 7 | -3 | 21 | 27 | i | -7 | -7 | 12
Cc1cccc(CC2SC(N3CCN(c4ccccc4)CC3)=NC2=O)c1 (stereo not given) | -3 | 0.1 | 1 | 0 | -6 | -2 | i | -4 | 6 | -3
Cc1sc(NC(=O)c2ccccc2)c(C(=O)N2CCN(C)CC2)c1C | 5 | 0.2 | -1 | -2 | 15 | 0 | i | 4 | -4 | 12
Clc1cccc(CNc2ccn3nc(-c4ccccc4)cc3n2)c1 | . | 4.3 | 2 | 0 | 30 | -24 | i | 12 | 0 | 10
CCOC(=O)CC1C(=O)NCCN1S(=O)(=O)c1ccc(Cl)cc1 (stereo not given) | 0 | -0.7 | -5 | 0 | 10 | 3 | i | -4 | -2 | 1
Cc1ccc(C(=O)OCC(=O)NCCc2ccc(S(N)(=O)=O)cc2)o1 | 16 | 1.0 | 0 | -2 | 14 | 3 | i | 2 | -4 | 0
CC(=O)N1c2c(ccc3ccccc23)C(C)CC12CCCCC2 (stereo not given) | -8 | 2.3 | -5 | 0 | 10 | -1 | i | 11 | -7 | -4
CC(C)(C)OC(=O)NCCCC[C@@H](C(=O)NCCCCCCCCCCC(=O)N1CCN(C(=O)OC(C)(C)C)CC1)n1cc(CCCC(=O)O)nn1 | -8 | -0.7 | 8 | 1 | 7 | -3 | i | 16 | -2 | 4
O=C(COC(=O)c1cccs1)NCc1ccc2c(c1)OCO2 | 0 | 0.8 | -2 | 0 | -3 | -5 | i | 1 | 1 | 3
Cc1c(C(=O)NC2CC2)oc2ccccc12 | -8 | -1.1 | 2 | -3 | 21 | -1 | i | 8 | 0 | -6

Some of the entries above, reformatted.
Scp-1 inhibitor | LMPTP block | SUMO1-SIM PPI | STEP inh | SKN-1 inh | DNMT1 inh | Rpn11 block | NRP1-CendR mod | MT1-MMP act inh | NadD block | Compound
-3 | -0.4 | 1 | -2 | 0 | 2 | i | 2 | 2 | -2 | Cc1nc(C(C)NC(=O)CCc2nnc(CCCc3ccccc3)o2)c(C)s1 (stereo not given)
-6 | -0.7 | 7 | -3 | 21 | 27 | i | -7 | -7 | 12 | O=C(COC(=O)c1ccc(O)cc1O)Nc1nnc(-c2ccccc2)o1
-3 | 0.1 | 1 | 0 | -6 | -2 | i | -4 | 6 | -3 | Cc1cccc(CC2SC(N3CCN(c4ccccc4)CC3)=NC2=O)c1 (stereo not given)
5 | 0.2 | -1 | -2 | 15 | 0 | i | 4 | -4 | 12 | Cc1sc(NC(=O)c2ccccc2)c(C(=O)N2CCN(C)CC2)c1C
. | 4.3 | 2 | 0 | 30 | -24 | i | 12 | 0 | 10 | Clc1cccc(CNc2ccn3nc(-c4ccccc4)cc3n2)c1
0 | -0.7 | -5 | 0 | 10 | 3 | i | -4 | -2 | 1 | CCOC(=O)CC1C(=O)NCCN1S(=O)(=O)c1ccc(Cl)cc1 (stereo not given)
16 | 1.0 | 0 | -2 | 14 | 3 | i | 2 | -4 | 0 | Cc1ccc(C(=O)OCC(=O)NCCc2ccc(S(N)(=O)=O)cc2)o1
-8 | 2.3 | -5 | 0 | 10 | -1 | i | 11 | -7 | -4 | CC(=O)N1c2c(ccc3ccccc23)C(C)CC12CCCCC2 (stereo not given)
-8 | -0.7 | 8 | 1 | 7 | -3 | i | 16 | -2 | 4 | CC(C)(C)OC(=O)NCCCC[C@@H](C(=O)NCCCCCCCCCCC(=O)N1CCN(C(=O)OC(C)(C)C)CC1)n1cc(CCCC(=O)O)nn1
0 | 0.8 | -2 | 0 | -3 | -5 | i | 1 | 1 | 3 | O=C(COC(=O)c1cccs1)NCc1ccc2c(c1)OCO2
-8 | -1.1 | 2 | -3 | 21 | -1 | i | 8 | 0 | -6 | Cc1c(C(=O)NC2CC2)oc2ccccc12

(next part)
SMILES | Scp-1 inhibitor | LMPTP block | SUMO1-SIM PPI | STEP inh | SKN-1 inh | DNMT1 inh | Rpn11 block | NRP1-CendR mod | MT1-MMP act inh | NadD block
O=C(NCc1ccccc1)Nc1cccn(Cc2ccccc2)c1=O | -1 | 0.0 | -2 | -1 | 16 | -1 | i | -3 | 0 | -3
COc1ccc(-c2nc(CCNS(=O)(=O)c3ccc4c(c3)OCCO4)cs2)cc1 | -5 | -1.0 | -4 | 0 | 8 | -3 | i | 0 | 4 | -2
O=C(NCc1ccco1)c1ccc(Cn2c(=O)c3ccccc3n(Cc3cccc(Cl)c3)c2=O)cc1 | 1 | 3.9 | 3 | 4 | -3 | -11 | i | 3 | -3 | 20
CC(=O)Nc1ccc(S(=O)(=O)Oc2ccc(N3C(=O)C4CCCCC4C3=O)cc2)cc1 (stereo not given) | -9 | -0.3 | 1 | 0 | 10 | -3 | i | 5 | -10 | 0
Cc1cc(OCC(=O)N[C@@H](CSCc2ccccc2)C(=O)O)c2c(C)c(C)c(=O)oc2c1 | 4 | 0.3 | 8 | 2 | -9 | -2 | i | -4 | 6 | 0
CN1C(=S)SC(/[N+]([O-])=C\c2ccc(Cl)cc2)C1(C)C (stereo not given) | -6 | -0.2 | -11 | -2 | -10 | -2 | i | 14 | -3 | -2
O=C(Nc1cccc2ccccc12)c1ccc2sc([C@H]3C[C@H](O)[C@@H](CO)O3)nc2c1 | . | -0.8 | 0 | 2 | 26 | 1 | i | 1 | -1 | -2
CCCCOc1cccc(C(=O)Nc2ccc(NC(=O)c3ccco3)cc2)c1 | -5 | -2.6 | 2 | -1 | 16 | 9 | i | 3 | 1 | 2
CCOC(=O)Cn1c(C)nc2c(C(=O)OCC)sc(C)c2c1=O | 5 | 0.0 | -10 | -10 | -10 | 4 | i | -13 | -3 | 1

Some entries already given, reduced to Scp-1 inhibitor, NadD block and Rpn11 block.
| Compound | Scp-1 inhibitor | NadD block | Rpn11 block |
| --- | --- | --- | --- |
| CC(=O)Nc1ccc(S(=O)(=O)Oc2ccc(N3C(=O)C4CCCCC4C3=O)cc2)cc1 (stereo not given) | -9 | 0 | i |
| O=C(NCc1ccco1)c1ccc(Cn2c(=O)c3ccccc3n(Cc3cccc(Cl)c3)c2=O)cc1 | 1 | 20 | i |

Rows are unselected; overall some 3.9% were active at least once.
